# Tb PFK inh = blocks T. brucei phosphofructokinase; T. brucei PFK, ADP-Glo luminescence; hit rate 0.17% among 330,000; O15648; Potency, µM (doses to about 57.5 µM), for inactives: top-dose activity, negative = inhibition, hits mostly inhibitors; AID 485367;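 also: potency is read from the fitted curve at half-maximal effect; 0% = uninhibited 1x PFK enzyme wells and -100% = no-enzyme wells; nearly all actives have a fitted effect of over 60% in size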
# Target sequence (O15648 whole entry, looked up): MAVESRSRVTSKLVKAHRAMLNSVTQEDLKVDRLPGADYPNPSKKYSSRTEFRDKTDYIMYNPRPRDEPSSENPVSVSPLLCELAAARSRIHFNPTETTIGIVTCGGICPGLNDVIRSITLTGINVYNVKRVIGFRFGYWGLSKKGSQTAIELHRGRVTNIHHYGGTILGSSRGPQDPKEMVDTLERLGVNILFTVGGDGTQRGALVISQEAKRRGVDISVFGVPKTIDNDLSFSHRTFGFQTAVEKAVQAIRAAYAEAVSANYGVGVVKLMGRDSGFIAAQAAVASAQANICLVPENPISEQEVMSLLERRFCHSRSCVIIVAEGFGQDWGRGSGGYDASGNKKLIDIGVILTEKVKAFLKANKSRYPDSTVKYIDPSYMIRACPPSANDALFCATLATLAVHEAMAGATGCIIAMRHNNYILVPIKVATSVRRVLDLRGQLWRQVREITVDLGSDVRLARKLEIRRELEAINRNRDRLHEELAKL
#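 Luminescent ADP detection (ADP-Glo, two-step: ATP depletion then ADP-to-ATP conversion for luciferase) reported PFK activity after 45 min room-temperature reaction of 1.25 nM enzyme with 0.5 mM F6P and 0.1 mM ATP at pH 8.0.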
# FLuc counter = inhibits or activates purified firefly luciferase, miR-21 counter-screen; P08659; hit rate 6.9% among 360,000; purified FLuc, Km substrates, luminescence inhibition; Potency, µM (titrated, usually from 57.5 µM), for inactives: at the top dose activity change, negative = inhibition, actives largely listed as inhibitors;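 also: potency is read from the fitted curve at half-maximal effect; plate controls were vehicle for no effect and reference inhibitor for full effect; nearly all actives have a fitted effect of over 55% in size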
#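 Biochemical qHTS of compounds, final roughly 60 µM downward over six points, against 10 nM purified firefly luciferase using Km concentrations of substrates (10 uM D-luciferin, 10 uM ATP) in Tris acetate pH 7.5 buffer; luminescence output.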
# TRPV1 ag = human TRPV1 agonism. TRPV1-expressing cells, Fluo-8 calcium influx, agonist mode. activation, % at 8.33 µM. hit rate 0.19% among 320,000; in the data active = activation above about 80%; inconclusive = between about 30% and that limit; also: 0% is about no effect
#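 Fluo-8 calcium influx in TRPV1-expressing cells, kinetic read (ex 480/em 520 nm). Compound added and read 3 min for agonist activity, followed by capsaicin at EC20 final and 2 min further read for enhancement.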
# NPC1 prom act = activates the NPC1 promoter; Huh7 NPC1 promoter luciferase reporter, 24 h; Potency, µM (doses to about 9.22 µM), for inactives: top-dose activation, actives largely listed as activators; hit rate 2.4% among 320,000; AID 485313;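 also: potency is read from the fitted curve at half-maximal effect; % of control where 0% means no effect; nearly all actives have a fitted effect of over 60% in size; reporter is driven by a mutant NPC1 promoter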
#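 Luminescence from an NPC1 promoter-driven luciferase reporter in stably transfected Huh7 cells was measured after 24 h compound treatment at 37 °C, followed by 10 min ambient incubation with luciferase detection reagent.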
# BRCA1 expr up = BRCA1 expression activation; MCF7-BRCA1-FFLuc reporter, luminescence, 48 h; response scale: scaled: vehicle 0%, 10 µM genistein 100%; Potency, µM (series often up to 46.1 µM), for inactives: top-dose activation, most hits filed as activators; hit rate 1.1% among 380,000; AID 624202; also: potency is read from the fitted curve at half-maximal effect; nearly all actives have a fitted effect of over 80% in size; some results filed as inactive show a strong effect at the top dose
#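 Luminescence from a BRCA1-driven firefly luciferase in MCF7 cells was read after 48 h compound exposure at 37 C. Data normalized against DMSO and a 10microM genistein activation control, then curve-fitted across the titration.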
# ELG1 genotoxic = induces genotoxicity in HEK293T cells with luciferase-tagged ELG1 | HEK293T ELG1-luciferase reporter, luminescence, 16 h | Potency, µM (top dose mostly 46 µM), for inactives: at the top dose activity change, positive = activation, usual class: activators | hit rate 1.3% among 330,000; also: potency is read from the fitted curve at half-maximal effect; % of control where 0% means no effect; nearly all actives have a fitted effect of over 60% in size
#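 Step 1: seed 2,000 HEK293T ELG1-luciferase cells per well. Step 2: add compound or DMSO, incubate 16 hr at 37 °C. Step 3: ONE-Glo, 30 min at room temperature, read luminescence.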
# Rab9 promoter act = Rab9 promoter activation; hit rate 2.8% among 320,000; Huh7 Rab9 promoter-luciferase reporter, luminescence, 24 h; Potency, µM (doses to about 9.22 µM), for the others: top-dose activation, negative = inhibition, most hits filed as activators; also: potency is read from the fitted curve at half-maximal effect; % of control where 0% means no effect; nearly all actives have a fitted effect of over 60% in size
#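 Huh7 reporter line, Rab9 promoter upstream of luciferase. Compound exposure 24 h at 37 °C in reduced-serum medium with 10% FBS. Read-out: luminescence.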
# RORg inh = inhibitors of mouse ROR gamma transcriptional activity; P51450; Drosophila S2 Gal4-RORgamma UAS-luciferase reporter, 20 h; Potency, µM (doses to about 53.6 µM), for the others: at the top dose activity change, negative = inhibition, most hits filed as inhibitors; hit rate 5.4% among 310,000; AID 2551; also: potency is read from the fitted curve at half-maximal effect; % is scaled to controls: 0 for no effect and ±100 for the full control effect; nearly all actives have a fitted effect of over 60% in size
# Target sequence (P51450 whole entry, looked up, the tested form may be a part): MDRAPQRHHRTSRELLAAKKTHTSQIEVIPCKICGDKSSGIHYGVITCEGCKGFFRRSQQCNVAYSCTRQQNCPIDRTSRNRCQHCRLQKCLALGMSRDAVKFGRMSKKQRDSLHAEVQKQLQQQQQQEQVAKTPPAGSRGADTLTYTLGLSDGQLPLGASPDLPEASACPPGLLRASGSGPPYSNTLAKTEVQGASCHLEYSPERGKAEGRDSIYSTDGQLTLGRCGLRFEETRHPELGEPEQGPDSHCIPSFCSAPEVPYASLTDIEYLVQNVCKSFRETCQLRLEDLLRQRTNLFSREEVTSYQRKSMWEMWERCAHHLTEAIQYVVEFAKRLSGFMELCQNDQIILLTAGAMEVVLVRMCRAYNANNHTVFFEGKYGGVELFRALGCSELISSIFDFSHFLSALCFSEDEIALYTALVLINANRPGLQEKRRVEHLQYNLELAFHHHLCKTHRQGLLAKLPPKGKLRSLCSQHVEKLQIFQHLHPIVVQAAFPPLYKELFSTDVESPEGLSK
#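 Luminescence from a UAS-regulated Photinus luciferase reporter in stably transfected Drosophila Schneider cells is measured; decreased signal marks ROR gamma inhibition. Fusion expression is induced by 700 uM copper sulfate for 20 hr.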
# p53 reactivation = mutant p53 re-activation in reporter cells; H1299 p53-A138V BP100-luciferase reporter, luminescence, 24 h; Potency, µM (top dose mostly 92.2 µM), for inactives: at the highest dose activity change, positive = activation, actives largely listed as activators; AID 504706; hit rate 0.063% among 320,000; also: potency is read from the fitted curve at half-maximal effect; % of control where 0% means no effect; nearly all actives have a fitted effect of over 45% in size
#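 p53-null H1299 cells stably carrying temperature-sensitive p53-A138V and a BP100-luciferase reporter were pinned with compounds (4-point, 1:5 series) and held 24 hrs at 37 deg C. Luminescence was read 10 min after detection reagent.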
# VP16 counter = Gal4-VP16 reporter inhibition counter-screen. Drosophila S2 Gal4-VP16 UAS-luciferase, luminescence, 20 h. hit rate 3.5% among 310,000. Potency, µM (titrated, usually from 53.6 µM), for inactives: at the top dose activity, negative = inhibition, hits mostly inhibitors;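 also: Gal4-VP16 expression switched on by copper sulfate through the metallothionein promoter; potency is read from the fitted curve at half-maximal effect; % is scaled to controls: 0 for no effect and ±100 for the full control effect; nearly all actives have a fitted effect of over 50% in size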
# ELG1 repair inh = ELG1-dependent DNA repair inhibition. Potency, µM (series often up to 46.1 µM), for the others: at the top dose activity change, negative = inhibition, actives largely listed as inhibitors. hit rate 2.3% among 330,000. HEK293T ELG1-luciferase reporter, luminescence, 16 h; DNA damage induced by 5-fluorouridine; also: potency is read from the fitted curve at half-maximal effect; % is scaled to controls: 0 for no effect and ±100 for the full control effect; nearly all actives have a fitted effect of over 55% in size
#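 Quantitative HTS, concentration-response format. 2,000 cells/well co-treated with 5-fluorouridine and compound, 16 hr in 5% CO2 at 37 °C; ONE-Glo luminescence read after 30 min.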
# * marks the source's active call; other numbers are inactive results; u = inconclusive; x = not tested or not shown; [ ] = remark or other dose. Unless noted, calls follow the shape of the dose curve; as a rule, active = well fitted curve in the direction sought with a large enough effect; inconclusive = small, poorly fitted or top-dose-only effect, or another doubt; inactive = no such curve, though single readings can be large; an effect the other way counts as inactive or inconclusive. This is a random part of the collection; overall some 15% were active at least once.
SMILES,Tb PFK inh,FLuc counter,TRPV1 ag,NPC1 prom act,BRCA1 expr up,ELG1 genotoxic,Rab9 promoter act,RORg inh,p53 reactivation,VP16 counter,ELG1 repair inh
O=C(NC1CCCCC1)c1cnn2c(C(F)(F)F)cc(-c3ccco3)nc12,-26%,2%,10,-2%,-16%,-4%,-4%,u,-30%[inhibitor],-17%,u
O=S(=O)(CCN1CCOCC1)c1ccc(OC(F)(F)F)cc1,13%,-1%,0,-4%,6%,-4%,2%,-7%,-5%,-6%,3%
CCOC(=O)CCNC(=O)N1CCC(CCC(=O)NCc2ccc(F)cc2)CC1,2%,4%,13,-2%,-2%,-2%,-3%,-21%,x,-1%,8%
CCOC(=O)N1CCN(c2c(N3CCN(c4ccccc4F)CC3)c(=O)c2=O)CC1,-6%,0%,0,-4%,-19%,0%,1%,8%,-5%,-7%,u
Nc1c(-c2ccccc2)cnc2c(-c3ccccc3)cnn12,-4%,0.24µM*,2,0.32µM*,146%,0.73µM*,0.11µM*,6.3µM*,u,7.1µM*,u
O=C(Cc1cccc([N+](=O)[O-])c1)Nc1cccc(C(=O)N2CCOCC2)c1,-5%,x,x,x,0%,1%,x,x,1%,x,-17%
Cc1cc(C)nc(/N=C(\N)Nc2ccc([N+](=O)[O-])cc2)n1,-7%,0%,8,1%,12%,0%,1%,4%,4%,26%,3%
CCOC(=O)N1CCN(C(=O)Cn2c(=O)sc3ccccc32)CC1,3%,16%,-1,3%,-5%,-2%,-10%,0%,-1%,-6%,26%
COc1ccc(S(=O)(=O)N2CCOCC2)cc1NC(=O)CSc1ncnc2ccccc12,2%,-18%,3,-4%,5%,-15%,0%,2%,-2%,-14%,u
COc1ccc(S(=O)(=O)N2CCC(C(=O)NC3CCCCC3)CC2)cc1C,-9%,0%,9,-2%,-12%,1%,-2%,u,1%,-6%,3%
CCOC(=O)C(C(=O)OCC)=C1OC(=O)c2ccccc21,4%,-2%,6,1%,-1%,-5%,6%,-2%,-4%,-7%,-4%
O=[N+]([O-])c1ccc(N2CCN(Cc3ccccc3)CC2)nc1,-2%,-1%,-8,2%,-2%,-5%,9%,-4%,-7%,7%,u
CS(=O)(=O)NCCSCc1ccccc1,0%,-1%,-2,-1%,-13%,-7%,-4%,2%,8%,2%,u
O=S(=O)(c1ccc(NC(=S)NCc2ccc(F)cc2)cc1)N1CCOCC1,24µM*,6%,u,2%,-23%,-7%,0%,-4%,0%,-1%,-7%
COc1ccccc1C(=O)OCCCN=C1NS(=O)(=O)c2ccccc21,4%,4%,0,-3%,-17%,0%,-5%,u,1%,0%,5%
Cc1ccc(CNC(=O)c2ccccc2NC(=O)CN2CC(C)OC(C)C2)cc1 (centres undefined),0%,-2%,u,3%,-10%,-10%,1%,2%,-7%,-1%,u
CN(c1ccc(C(=O)Nc2ccc3c(c2)OCCO3)cc1)S(C)(=O)=O,-9%,7.6µM*,u,2.2µM*,24%,u,1.6µM*,u,u,-1%,u
O=C(NCCCCc1ccccc1)C1CC(c2cccc(F)c2)=NO1 (centres undefined),1%,-6%,15,-1%,14%,1%,-7%,-2%,-4%,6%,17%
Cc1ccc(NC(=S)NNC(=O)CSc2nc3ccccc3c(=O)n2-c2ccc(C)cc2)cc1,0%,u,0,-2%,-19%,1%,-2%,u,-4%,u,-9%
CCOC(=O)N1CCc2c(sc(NC(=O)CN3CCOCC3)c2C#N)C1,0%,-2%,-3,11%,-1%,-2%,-3%,-16%,-6%,-3%,u
CCOC(=O)C1=C(C)NC(=O)C(C#N)C1c1ccncc1 (centres undefined),-5%,4%,0,0%,7%,3%,-7%,-11%,-1%,1%,2%
COc1cc(C)c(NC(=O)COc2ccc3c(c2)OCO3)cc1C,3%,u,9,16%,45%,10%,18%,-4%,10%,12%,u
CC(O)C(NS(=O)(=O)c1ccc(Cl)cc1)C(=O)OCC(=O)N1CCN(c2ccccc2)CC1 (centres undefined),-1%,-2%,3,0%,-7%,-5%,6%,-7%,-11%,-8%,u
CCC(C)NC(=O)CN1C(=O)NC2(CCc3ccccc3C2)C1=O (centres undefined),-5%,0%,2,-1%,-14%,1%,0%,8%,-4%,6%,0%
Cc1ccc(CNC(=O)c2cccnc2Cl)cc1,2%,-1%,-2,-3%,19%,1%,6%,14%,1%,-18%,-3%
CC#CC#Cc1cccc(=O)o1,-15%,4%,-2,-20%,-93%[inhibitor],2%,-56%[inhibitor],-17%,-14%,-2%,u
O=C(CSc1nncn1-c1ccccc1)NC1CCCc2ccccc21 (centres undefined),8%,7%,-2,-3%,11%,1%,-4%,-8%,-5%,-3%,1%
COc1cc(C(=O)NCc2cn3ccccc3n2)cc(OC)c1OC,1%,-2%,0,-4%,-2%,6%,-3%,3%,-7%,6%,17%
COc1ccc(N(CC(=O)Nc2ccc(F)c(Cl)c2)S(=O)(=O)c2c(C)noc2C)cc1,-5%,-2%,1,-2%,-33%,-24%,-1%,-6%[0.365 µM],-20%,x,u
COc1ccc(N2CC(NS(=O)(=O)c3ccc4ccccc4c3)CC2=O)cc1 (centres undefined),0%,-1%,4,-5%,-28%,5%,-2%,x,9%,x,u
CC1(C)CC2CC(C)(CN2CC(O)c2ccccc2)C1 (centres undefined),-4%,2%,4,1%,5%,-4%,-3%,-3%,-1%,6%,1%
Cc1cccc(-n2cnc(C(=O)N/N=C\c3ccc(Br)cc3)c2)n1,1%,-2%,-2,-1%,-3%,5%,-1%,-13%,-3%,1%,-12%
COc1ccc(CC(=O)Nc2cc3oc4ccccc4c3cc2OC)cc1,0%,15µM*,2,u,u,15%,u,33%,u,-19%,u
O=C(CCN1CCN(Cc2ccccc2)CC1)Nc1ccccc1Cl,2%,1%,14,-4%,15%,1%,-3%,1%,-4%,5%,1%
N#Cc1nc(-c2ccc(OCc3ccccc3)cc2)oc1NCCCn1ccnc1,2%,u,-3,0%,-57%,4%,1%,16%,9%,-11%,u
S=c1[nH]nc(-c2cccnc2)n1-c1ccccc1,-18%,6%,6,1%,-3%,6%,-4%,7.9µM*,5%,u,-11%
OC(CN1CCN(c2ccccn2)CC1)Cn1c2ccccc2c2ccccc21 (centres undefined),-1%,0%,-1,-3%,-53%,-10%,-7%,23%,-1%,-7%,u
C[C@@H](O)c1nc2ccccc2n1N,-1%,-1%,-2,1%,-7%,2%,-3%,-17%,-1%,1%,0%
Brc1c(OCCOCCn2cncn2)ccc2ccccc12,4%,u,8,3%,91%,u,6%,3%[0.365 µM],4%,x,u
Cc1ccc(CNS(=O)(=O)c2cn(C)cn2)cc1,3%,1%,-10,2%,-3%,-6%,12%,3%,2%,-1%,-1%
Cc1ccccc1OCCC(=O)Nc1ccc2c(C)cc(=O)oc2c1,-17%,3%,0,-4%,7%,21%,15%,-1%,8%,0%,3%
CCc1nnc(NC(=O)C(CC)CC)s1,-4%,3%,2,-3%,0%,0%,-1%,-27%,-4%,2%,4%
CC(OC(=O)c1cccc(S(=O)(=O)N2CCN(C)CC2)c1)C(=O)Nc1ccc(C(N)=O)cc1 (centres undefined),-11%,5%,1,0%,1%,0%,-7%,x,-1%,x,20%
CCOc1ccccc1/C=N/NC(=O)CNC(=O)COc1ccccc1,1%,-20%,-2,2%,-12%,2%,-1%,12%,0%,10%,-1%
CS(=O)(=O)c1ccc2nc(NC(=O)c3cccc(NS(=O)(=O)c4ccc(F)c(F)c4)c3)sc2c1,0%,24µM*,u,12%,18%,-2%,1%,u,12%,u,u
Cn1c(=O)c2[nH]c(=O)cnc2n(C)c1=S,3%,2%,0,0%,0%,-1%,1%,-20%,0%,-10%,0%
